Statin myotox sup – suppressors of statin myotoxicity in C2C12 myotubes, primary screen, cell-based, single point, plate reader. 330,000 tested, 0.78% active. AID 602340, 2012. rescue of ATP level, % at 7.49 µM. C2C12 myotubes + simvastatin, ATP luminescence, 48 h; scaled: DMSO 0, geranylgeraniol control 100;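 active = mean ATP rescue above about 67%, or every replicate alone reaching that limit, limit read from the data, passing the limit was not always enough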;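 note: myotubes were challenged with 10 µM simvastatin during compound exposure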
PglD DTNB – C. jejuni PglD acetyltransferase inhibitors, primary screen, biochemical, DTNB colorimetric, single point; 360,000 tested, 0.098% active; inhibition, % at 12.5 µM; AID 602405, 2012; UDP-N-acetylbacillosamine N-acetyltransferase PglD (Campylobacter jejuni); purified PglD enzyme, DTNB colorimetric CoA detection; in the data active = inhibition above about 16%, passing the limit was not always enough; note: strong numbers were not always called active
An asterisk follows results filed as active. These rows are one share of the data; rates above refer to the full screens.

Start of the listing, in advance (2 entries):
SMILES	Statin myotox sup	PglD DTNB
CSc1nc(C)c2cc(C)oc2n1	-1	-2
CCOC(=O)c1ccc2ncc(C(=O)OCC)c(NCc3ccco3)c2c1	5	-1

Main list, from the first entry:
SMILES	Statin myotox sup	PglD DTNB
CSc1nc(C)c2cc(C)oc2n1	-1	-2
CCOC(=O)c1ccc2ncc(C(=O)OCC)c(NCc3ccco3)c2c1	5	-1
CCOC(=O)c1ccc(NC(=O)CC2COc3ccccc3O2)cc1 (stereo unspecified)	9	-2
COc1ccc2cc(CN(Cc3ccco3)C(c3nnnn3C3CCCCC3)C(C)C)c(=O)[nH]c2c1 (stereo unspecified)	-3	-1
COc1ccccc1Cn1c(=O)c2ccccc2n2c(Sc3ncnc4sccc34)nnc12	0	-5
CC(=O)Nc1cccc(NS(=O)(=O)c2cccc3nsnc23)c1	-7	5
C=CCNc1nnc(SC2CC(=O)N(c3ccc(OCCC)cc3)C2=O)s1 (stereo unspecified)	-13	-1
CCC(=O)Nc1nc(CC(=O)Nc2ccccc2)cs1	0	1
c1ccc(-c2cnc(SCCN3CCOCC3)n2CC2CCCO2)cc1 (stereo unspecified)	-6	0
CC1Cc2ccccc2N1S(=O)(=O)c1cnc[nH]1 (stereo unspecified)	-6	0
c1ccc(CNc2ccc(CNc3ncn[nH]3)cc2)cc1	10	1
CSc1nc(C)c(CCOC(=O)c2cccc(C)c2)c(=O)[nH]1	7	13
CCNc1nc(C)nc2c1oc1ccccc12	2	-2
CCOC(=O)c1sc2ncnc(NCC(c3cccs3)N(C)C)c2c1C (stereo unspecified)	-3	-1
O=C(CCS(=O)(=O)c1ccc(Br)cc1)N1CCN(c2ccccc2Cl)CC1	9	-4
CCOC(=O)c1[nH]nc(N)c1NC(=O)c1ccc(Cl)cc1Cl	-9	2
Cc1nnc(SCc2ccccc2)n1CC1CCCO1 (stereo unspecified)	10	-5
COC(=O)c1ccc(-c2ccco2)n1Cc1nc(-c2ccc(OC)c(OC)c2)oc1C	46	-6
COCCn1c(C2CCCCC2)nc2sc3ccccc3c(=O)c2c1=O	9	2
Cn1c(=O)c2cc(S(=O)(=O)N3CCC(c4ccccc4)CC3)ccc2n(C)c1=O	-8	4

Fetched by structure from above:
SMILES	Statin myotox sup	PglD DTNB
Cn1c(=O)c2cc(S(=O)(=O)N3CCC(c4ccccc4)CC3)ccc2n(C)c1=O	-8	4
Cc1nnc(SCc2ccccc2)n1CC1CCCO1 (stereo unspecified)	10	-5
c1ccc(CNc2ccc(CNc3ncn[nH]3)cc2)cc1	10	1

One compound at a time, as listed above. Order of screens: Statin myotox sup, PglD DTNB
c1ccc(CNc2ccc(CNc3ncn[nH]3)cc2)cc1 in the list: 10, 1
c1ccc(-c2cnc(SCCN3CCOCC3)n2CC2CCCO2)cc1 (stereo unspecified) in the list: -6, 0
CCNc1nc(C)nc2c1oc1ccccc12 in the list: 2, -2
CCC(=O)Nc1nc(CC(=O)Nc2ccccc2)cs1 in the list: 0, 1
Cn1c(=O)c2cc(S(=O)(=O)N3CCC(c4ccccc4)CC3)ccc2n(C)c1=O in the list: -8, 4

Continuation.
SMILES	Statin myotox sup	PglD DTNB
COc1ccc(-n2cnc3cc(NS(=O)(=O)c4ccc(C)cc4)ccc32)cc1	-23	5
Cc1ccc(N(CC(=O)O)C2SC(=O)NC2=O)cc1 (stereo unspecified)	-9	-6
CCOc1ccc(NC(=O)CCNC(=O)Cn2ccc3ccccc3c2=O)cc1	-22	1
Cc1ccc(NC(=O)c2nc(C)n(-c3ccc([N+](=O)[O-])cc3)n2)cc1	-7	4
CN(CC(=O)Nc1ccncc1)S(=O)(=O)c1ccc(Cl)cc1	18	5
O=C(CCCSc1nc2ccccc2[nH]1)N1CCN(c2ccccc2)CC1	-12	2
Cc1cc(C)nc(NS(=O)(=O)c2ccc(NC(=S)NC(=O)C3CCCC3)cc2)n1	3	1
CCCCn1c(=O)n(C)c(=O)c2c3c(sc21)COC(C)(C)C3	-3	5
COc1ccc(Cc2nnc(NC(=O)c3cccs3)s2)cc1	5	8
Cc1ccc(S(=O)(=O)Cn2nnnc2C(CC(C)C)N2CCN(c3ccccc3)CC2)cc1 (stereo unspecified)	2	-1
CCc1ccc2nc(SCC(=O)N3CC(=O)Nc4ccccc43)c(C#N)cc2c1	53	0
COc1ccc(Oc2nccc(-c3ccc(F)cc3)c2C#N)cc1	-24	6
O=C1CCCc2oc3ccc(O)cc3c21	-10	-3
COc1ccc(CNC(=O)Cc2ccc(OC)c(S(=O)(=O)N3CCOCC3)c2)cc1	-9	5
O=C(NCCOC(=O)C1COc2ccccc2O1)c1cccnc1 (stereo unspecified)	24	3
Cc1ccc(S(=O)(=O)N2CC(=NO)C2)cc1	11	8
COc1ccc(OC)c(-c2nnc3n2N=C(c2ccc(OC)c(OCC4CC4)c2)CS3)c1	-44	0
O=C1CC(N2CCN(Cc3ccc4c(c3)OCO4)CC2)C(=O)N1c1cccc(Cl)c1 (stereo unspecified)	-38	8
Cc1c(C(=O)N2CCCC2)sc(NC(=O)c2ccccc2)c1C#N	17	8
CCOc1ccc(C(=O)NCc2cccnc2)cc1	10	-1
CCc1ccc(/C=C/C(=O)c2cc(Br)ccc(=O)c2O)cc1	-53	-4
Cc1cccc(CSc2nnc(-c3ccccn3)n2N)c1	-9	1
CCCNC(=O)Nc1cc(OCC)c(N2CCOCC2)cc1OCC	-27	-1
CC(C)Oc1ccc(CNC2CCOC(C)(C)C2)cc1 (stereo unspecified)	2	8
CSc1nc2n(n1)C(c1ccccn1)C1=C(CC(C)(C)CC1=O)N2 (stereo unspecified)	-6	4
CCOC(=O)N1CCC(NC(=O)CSc2cc(=O)n(CC)c3ccccc23)CC1	2	4
Cc1csc(NC(=O)c2ccc(S(=O)(=O)N(C)c3ccccc3)cc2)n1	23	5
CCN(Cc1ccccc1)C(c1cc2cc(C)cc(C)c2[nH]c1=O)c1nnnn1CCOC (stereo unspecified)	-6	0
O=C(CSc1nnc(-c2cccnc2)n1C1CCCCC1)NC1CCCC1	8	-4
CCN(CC(=O)NCc1ccc(F)cc1)Cc1nc2ccccc2c(=O)[nH]1	-20	0
COc1ccc(C(=O)NCC(=O)OC2CCCCC2=O)cc1 (stereo unspecified)	12	3
CCCn1c(N2CCN(S(=O)(=O)Cc3ccccc3)CC2)nc2ccccc21	-2	-1
CC1Cc2ccccc2N1c1ncnc2c1nnn2Cc1ccccc1Cl (stereo unspecified)	-1	2
O=C(Cn1c(C(F)(F)F)nc2ccccc21)N1CCCC1	-3	1
COc1ccc(C(=O)/C=C(\N)C(F)(F)F)c(O)c1	-7	6
CCc1ccc2[nH]c(=O)c(C3C(C#N)=C(N)Oc4c3ccc3cccnc43)cc2c1 (stereo unspecified)	-111	-3
CCc1nnc(NC(=O)Cn2nc(-c3ccccc3OC)ccc2=O)s1	4	4
CC(C)CC(=O)c1c[nH]c(C(=O)NCCc2ccccn2)c1	-19	-3
CC1(C)CC(CC(=O)O)C(=O)O1 (stereo unspecified)	12	0
CCN(CC)S(=O)(=O)c1cccc(-c2nnc(SC(C)C(=O)NCCC3=CCCCC3)o2)c1 (stereo unspecified)	-2	-1

Sorted by value in PglD DTNB (smallest number first): 3 of the compounds above
| SMILES | PglD DTNB |
| --- | --- |
| CC1Cc2ccccc2N1c1ncnc2c1nnn2Cc1ccccc1Cl (stereo unspecified) | 2 |
| COc1ccc(C(=O)NCC(=O)OC2CCCCC2=O)cc1 (stereo unspecified) | 3 |
| CC(C)Oc1ccc(CNC2CCOC(C)(C)C2)cc1 (stereo unspecified) | 8 |

(further entries)
SMILES	Statin myotox sup	PglD DTNB
COc1ccc(-n2nnnc2S(=O)(=O)Cc2ccc(C(=O)O)cc2)cc1	6	-2
CC(C)n1c(-c2ccc(C(C)(C)C)cc2)n[nH]c1=S	-26	1
C=CCOc1ccc(/C(CC)=N/O)c(OC)c1	12	-2
Cc1ccc(NC(=O)CCC(=O)NNC(=O)C(c2ccccc2)c2ccccc2)c(C)c1	-10	-1
CCOC(=O)c1c(N)n[nH]c1-c1ccccc1	3	-2
O=C(COC(=O)Cc1ccc(S(=O)(=O)N2CCOCC2)s1)NCc1ccc(Cl)cc1	-1	-3
CCC(=O)N1CCc2cc(S(=O)(=O)CCC(=O)NCCc3ccccc3)ccc21	4	0
CN(C)S(=O)(=O)c1ccc(C(=O)N2CCN=C2SCc2cccnc2)cc1	13	-6
CS(=O)(=O)Nc1ccc(C(=O)NC2CC3CCC2C3)cc1 (stereo unspecified)	-15	-4
CNC(=O)CN(Cc1ccccc1)S(=O)(=O)c1ccccc1	-3	-2
CCCn1nnc(NC(=O)c2cccc(OCc3ccccc3)c2)n1	-6	5
CCCCC(C(=O)NC(C)(C)C)N(Cc1ccco1)C(=O)c1snc(C(N)=O)c1N (stereo unspecified)	5	-3
O=C(Cn1nnc(-c2ccccc2)n1)NCc1ccccc1	1	-1
CC12CCC(C(=O)NCC3CCCO3)(OC1=O)C2(C)C (stereo unspecified)	-15	2
CCCc1cc(=O)n2[nH]c(-c3ccc(OC)cc3)nc2n1	11	-4
CCCCn1c(=NC(=O)c2ccco2)c(C(=O)OCC)cc2c(=O)n3ccccc3nc21	-11	0
CC(C)CCNC(=O)CN(C(=O)CCC(=O)Nc1ccccn1)c1ccc2c(c1)OCO2	5	0
CC1=CC(C)(C)N(C(=O)c2ccccc2)c2ccccc21	-1	2
CCOC(=O)c1cc(OC(=O)c2ccccc2)n(-c2ccccc2)n1	26	4
CCCC(=O)Nc1ccccc1NC(=O)CCC	27	4
CC1CCCCC12NC(=O)N(CC(=O)Nc1sc3c(c1C(N)=O)CCC3)C2=O (stereo unspecified)	-5	10
COc1ccc(/C=C(\NC(=O)c2ccc(OC)cc2)C(=O)NC(CCSC)C(=O)O)cc1 (stereo unspecified)	-3	3
O=C(Cn1c(-c2ccco2)nc2ccccc21)N1CCCCC1	-2	-2
CC(C)[C@H](NC(=O)c1ccc(C(C)(C)C)cc1)C(=O)Nc1nnc(C2CC2)s1	4	2
Cc1cc(C)n2nc(SCC(=O)c3ccc[nH]3)nc2n1	-4	-2
CC(=O)c1c(C)nn(CCC(=O)O)c1C	-16	1
O=C1/C(=C/c2cccs2)SC(=S)N1c1ccccc1	2	-1
COc1ccc(CC(=O)N2CC(=O)N(CCc3ccccc3)C(=O)C2)cc1	-19	1
O=C(c1cnc(N2CCN(c3ncccn3)CC2)c2ccccc12)N1CCN(c2ccccn2)CC1	20	-3
CC(=O)Nc1ccc(S(=O)(=O)N2CCN(Cc3ccncc3)CC2)cc1	-18	1
Cc1ccc(OCC(=O)N/N=C\c2cn(C)c3ccccc23)c([N+](=O)[O-])c1	1	10
CC1(C)CC(CCNC(=O)c2ccco2)CC(C)(C)N1	3	-1
COc1ccc2ccc3c(c2c1)N=CC1(O3)N(C)c2ccccc2C1(C)C (stereo unspecified)	19	-5
C=CCn1c(SCC(=O)c2ccc(Cl)s2)nc2ccccc2c1=O	-8	-1
CC1=C(C(N)=O)C(c2cccnc2)n2nc(-c3cccc(C)c3)nc2N1 (stereo unspecified)	3	-3
COc1ccc(N2C(=O)C3C4C=CC(C5CC45)C3C2=O)c([N+](=O)[O-])c1 (stereo unspecified)	1	7
Nc1nonc1/C(=N/O)N1CCCC1	1	7
COc1ccc(CCNc2nc(C)cc(=O)[nH]2)cc1OC	28	9
Cc1cccc(C)c1NC(=O)COC(=O)CSc1nnc(N)s1	9	-5
CSc1nsc(SCC(=O)N2CCN(c3ccccc3)CC2)n1	-12	-7
Cc1ccc(NC(=O)Cc2nnc(SCC(=O)c3ccc(Br)cc3)n2C)cc1	-27	4
O=c1oc2ccccc2c(O)c1CN1CCCCC1	2	-1
Cc1cc(/C=C2\SC(=S)N(Cc3ccco3)C2=O)c(C)n1-c1cccnc1	3	0
COc1c2c(nc3ccccc13)OC(C(C)(O)COC(C)=O)C2 (stereo unspecified)	-9	2
c1ccc2c(N3CCCCC3)nc(N3CCCC3)nc2c1	-27	-3
CCc1cc2c(=O)n(N)c(CCC(=O)O)nc2s1	6	4
Cc1ccc(NC(=O)CN2C(=O)N/C(=C/c3ccco3)C2=O)cc1	21	-4
CCOc1cccc(OCCOCCN(C)Cc2ccccc2)c1	7	5
Cc1ccc(C(C(=O)NC2CCCCC2)N(C(=O)Cc2c[nH]c3ccccc23)c2ccccc2)o1 (stereo unspecified)	11	7
Cc1cc(C)c2nc(NC(=O)c3cc(C)on3)sc2c1	-4	-6
CCOC(=O)c1oc2c(CN3CCCCC3C)c(O)ccc2c(=O)c1-c1ccc(OC)c(OC)c1 (stereo unspecified)	-16	-3
O=S(=O)(Nc1cccc(C(F)(F)F)c1)c1cnc[nH]1	-10	-7
Cc1ccc(Cn2c(=N)c(C(=O)NC3CCCC3)cc3c(=O)n4ccccc4nc32)cc1	9	2
CCc1nnc(NC(=O)c2ccc(-c3ccccc3Cl)o2)s1	-11	9
Cc1ccccc1NC(=O)N1CCCC(c2nc(-c3ccc(F)cc3)no2)C1 (stereo unspecified)	5	0
COC(=O)c1cc2ccsc2n1CC(=O)Nc1cc(C)cc(C)c1	5	-4
NC(=S)NNC(=O)c1ccccc1	-20	4
COc1ccc2[nH]c(C)c(C(=O)CN3CCc4cc(OC)c(OC)cc4C3)c2c1	1	-10
O=C(c1ccccc1Oc1ccccc1)N1CCN(c2ccccc2F)CC1	15	-6
CCc1ccc2[nH]c(=O)c(CN(CCN(C)C)C(=O)Nc3ccccc3)cc2c1	8	6
COc1ccc(C(=O)CSc2nc3cccnc3n2C)cc1	2	2
COc1cccc(C(=O)N/N=C2\SCC(=O)N2Cc2ccc3c(c2)OCO3)c1	5	-4
CCOc1cc(/C=C2\SC(=S)N(Nc3ccccc3)C2=O)ccc1O	9	1
